Screening results deposited in PubChem by Sanford-Burnham Center for Chemical Genomics.
MPTP inh = mitochondrial permeability transition pore inhibitors, primary screen, biochemical, isolated mouse mitochondria, absorbance; Ca2+ swelling absorbance, 30 min; inhibition, % at 10 µM; 1.4% of 360,000 active;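 active = inhibition of 50% or more, scaled per plate between neutral and stimulator controls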;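 also: 0% = DMSO wells given calcium and 100% = 1 mM EGTA wells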
ATG4B inh = ATG4B protease inhibitors, primary screen, biochemical, fluorescence, uHTS. Cysteine protease ATG4B (Homo sapiens), Q9Y4P1. ATG4B cleavage of LC3-PLA2, NBD-HPC fluorescence, 1 h. inhibition, % at 8.33 µM. 0.51% of 340,000 active; in the data active = inhibition above about 40%
Target sequence (Q9Y4P1 whole entry, looked up): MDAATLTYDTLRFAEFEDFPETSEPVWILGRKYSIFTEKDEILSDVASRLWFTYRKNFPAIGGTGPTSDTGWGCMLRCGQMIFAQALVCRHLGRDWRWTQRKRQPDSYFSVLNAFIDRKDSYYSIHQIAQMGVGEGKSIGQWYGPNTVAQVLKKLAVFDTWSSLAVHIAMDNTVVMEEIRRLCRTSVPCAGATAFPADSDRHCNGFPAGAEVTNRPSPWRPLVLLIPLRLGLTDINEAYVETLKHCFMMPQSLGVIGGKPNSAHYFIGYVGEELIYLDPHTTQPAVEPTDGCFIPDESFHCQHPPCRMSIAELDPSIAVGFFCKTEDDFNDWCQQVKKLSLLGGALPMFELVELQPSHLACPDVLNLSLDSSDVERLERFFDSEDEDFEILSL
A3G deaminase = APOBEC3G DNA deaminase inhibitors, primary screen, biochemical, fluorescence, single-stranded DNA substrate, uHTS | DNA dC->dU-editing enzyme APOBEC-3G (Homo sapiens), Q9HC16 | recombinant A3G, ssDNA deamination FAM/TAMRA fluorescence | inhibition, % at 20 µM | 0.28% of 330,000 active | AID 493012, 2011;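 active = inhibition of at least 40% at 20 µM, with no more than 30% in the related APOBEC3A deaminase screen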;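 also: plate controls were DMSO wells with A3G for no effect and wells lacking A3G enzyme for full effect; some compounds called inactive have numbers as strong as hits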
Target sequence (Q9HC16 whole entry, looked up): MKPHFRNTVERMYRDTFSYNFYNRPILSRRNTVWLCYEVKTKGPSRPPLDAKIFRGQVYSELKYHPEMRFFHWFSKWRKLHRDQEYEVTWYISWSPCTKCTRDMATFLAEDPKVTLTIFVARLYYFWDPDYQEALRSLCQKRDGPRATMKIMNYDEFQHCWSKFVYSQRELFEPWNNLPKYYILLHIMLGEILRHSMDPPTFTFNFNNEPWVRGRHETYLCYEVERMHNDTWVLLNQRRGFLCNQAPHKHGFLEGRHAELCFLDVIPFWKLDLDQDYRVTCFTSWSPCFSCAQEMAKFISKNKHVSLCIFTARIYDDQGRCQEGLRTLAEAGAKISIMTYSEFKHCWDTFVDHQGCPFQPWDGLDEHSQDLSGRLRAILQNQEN
mIAP act = activators of mouse IAP, primary screen, biochemical, luminescence, uHTS; intestinal alkaline phosphatase [Mus musculus]; muIAP, CDP-Star luminescence, 30 min; hits give high values; 1 = vehicle-only enzyme signal, 0 = enzyme-free wells; activation factor at 10 µM; 0.24% of 330,000 active; AID 2805, 2010;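 active = activation factor of at least 2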; also: the source names both 10 and 20 µM as test concentration; values of inactives mirror those of a sister screen read the other way
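also added = chemiluminescent substrate CDP-Star | test system = mouse IAP enzyme | signal = chemiluminescence readout | compound = DMSO-dissolved test compounds | incubation = 30 min at room temperature | benchmarks = DMSO wells, no-enzyme wells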
mIAP inh = inhibitors of mouse IAP, primary screen, biochemical, luminescence, uHTS | intestinal alkaline phosphatase [Mus musculus] | purified mouse IAP, CDP-Star luminescence, 30 min | inhibition, % at 10 µM | 0.2% of 330,000 active;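 active = inhibition of at least 40% at 10 µM in the primary screen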;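 also: plate controls were DMSO with enzyme for no effect and no enzyme wells for full effect; values of inactives mirror those of a sister screen read the other way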
beta cell repl = inducers of MIN6 beta-cell proliferation, primary screen, ATP luminescence, uHTS | MIN6 cells proliferation, ATPlite luminescence, 48 h; cells starved in 0.2% serum; 100% = growth in 10% serum | proliferation, % at 10 µM | 0.29% of 330,000 active;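 active = compounds whose signal lies at least 3.5 SD above the mean of all wells on their plate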;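 also: 0% = DMSO-treated cells in low-serum medium and 100% = 10% serum control; some compounds called inactive have numbers as strong as hits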
hIAP inh = human IAP inhibitors, primary screen, biochemical, luminescence, uHTS; inhibition, % at 10 µM; 0.12% of 330,000 active; AID 2544, 2010; purified IAP, CDP-Star luminescence, 30 min;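 active = inhibition reaching a set limit with compound at 10 µM in the primary screen, cut at about 35% in these data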;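 also: plate controls were DMSO wells with enzyme for no effect and no-enzyme buffer wells for full effect; values of inactives mirror those of a sister screen read the other way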
APOBEC3A inh = APOBEC3A ssDNA deaminase inhibitors, primary screen, selectivity assay for APOBEC3G inhibitor project, biochemical, FAM/TAMRA oligo cleavage fluorescence. DNA dC->dU-editing enzyme APOBEC-3A (Homo sapiens), P31941. recombinant A3A, FAM/TAMRA ssDNA deamination fluorescence. inhibition, % at 20 µM. 0.41% of 330,000 active. AID 493011, 2011;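 active = at least 40% inhibition at 20 µM here, with at most 30% in a related deaminase screen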;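 also: plate controls were A3A with DMSO for no effect and wells lacking A3A enzyme for full effect; some results filed as inactive read as strong as hits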
Target sequence (P31941 whole entry, looked up): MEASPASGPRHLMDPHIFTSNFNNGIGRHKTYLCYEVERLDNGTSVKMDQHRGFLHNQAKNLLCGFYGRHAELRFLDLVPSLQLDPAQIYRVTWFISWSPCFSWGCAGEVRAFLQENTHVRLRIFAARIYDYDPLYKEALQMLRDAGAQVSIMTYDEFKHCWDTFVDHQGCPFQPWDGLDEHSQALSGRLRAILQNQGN
hIAP act = human IAP activators, primary screen, biochemical, luminescence, uHTS | purified human IAP, CDP-Star luminescence, 30 min; hits give high values; 1 = vehicle-only enzyme, 0 = enzyme-free background | 0.16% of 330,000 active | activation factor at 10 µM | Intestinal-type alkaline phosphatase (Homo sapiens), P09923;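 active = activation factor of the enzyme at least 2-fold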; also: the source names both 10 and 20 µM as test concentration; values of inactives mirror those of a sister screen read the other way
* = called active by the depositor; . = not tested or not shown.

nr	smiles	MPTP inh	ATG4B inh	A3G deaminase	mIAP act	mIAP inh	beta cell repl	hIAP inh	APOBEC3A inh	hIAP act
1	CCC(=O)NC(Nc1ccccn1)(C(=O)OC)C(F)(F)F (centres undefined)	0.1	-7	-2	1	0	-3	-14	1	1.1
2	CCCCC/S(CC1CC1(Cl)Cl)=N\S(=O)(=O)c1ccc(C)cc1 (centres undefined)	-0.6	3	-3	0.89	11	-1	9	-1	0.91
3	Cc1ccc(S(=O)(=O)NCCC(=O)NC2CCCCC2C)cc1 (centres undefined)	-0.2	-8	-3	1.1	-10	-1	16	-1	0.84
4	O=c1cc(-c2ccccc2)n(S(=O)(=O)c2ccc3ccccc3c2)o1	-0.4	-27	-2	0.95	5	-2	-4	-1	1
5	Cc1[nH]c2ccccc2c1C(=O)CSC(=S)N1CCCCC1	-18	-4	-7	1.2	-18	0	1	1	0.99
6	Cc1ccccc1NC(=O)CN(c1ccc(F)cc1)S(C)(=O)=O	1.6	1	4	0.92	8	-1	2	3	0.98
7	CN1CC[n+]2c(CN3C(=O)c4ccccc4C3=O)csc21	0.2	0	27	1	0	-3	-13	51*	1.1
8	COc1ccc(CCn2c(NN)nc3c2c(=O)[nH]c(=O)n3C)cc1	2.8	5	20	0.76	24	-3	-10	-2	1.1
9	CC(=O)Nc1ccc(N=Cc2c(O)c3ccccc3oc2=O)cc1	-0.1	-10	-11	1	-3	-1	-5	-6	1.1
10	CCS(=O)(=O)Nc1ccccc1C(N)=O	-0.7	8	-10	1.1	-7	-2	6	1	0.94
11	C=C(C)C1Cc2c(C)nn(-c3nc(C)cc(C)n3)c2C1 (centres undefined)	-6.2	-3	-6	0.98	2	-2	-11	3	1.1
12	C/C(=N\NC(=O)C(C)Sc1ccccc1)C(C)(C)C (centres undefined)	-2.7	0	-1	1	-3	0	3	-1	0.97
13	CC(=O)c1c(C)[nH]c(C(=O)CN2CCN(S(=O)(=O)c3ccccc3F)CC2)c1C	0.9	1	-7	1	-2	-1	-6	-3	1.1
14	O=C(Nc1c2c(nn1-c1ccc(F)cc1)CS(=O)C2)C12CC3CC(CC(C3)C1)C2 (centres undefined)	-1.7	4	-2	0.99	1	-1	0	-1	1
15	CC(C)(C)N(Cc1ccccc1)C(=O)COC(=O)C1CCN(c2ccc(C(F)(F)F)cn2)CC1	-2.7	-1	2	0.9	10	-7	4	11	0.96
16	CCCN1C(=O)SC(CC(=O)Nc2ccc(C)cc2)C1=O (centres undefined)	-3.9	-2	-7	0.9	10	-2	-11	-16	1.1
17	Cc1ccc(C(=O)Nc2ccccc2C(=O)NC2CCCCC2)cc1S(=O)(=O)N1CCOCC1	0.2	-8	-1	0.94	6	-2	6	-1	0.94
18	CCOC(=O)c1c(N)nn(C(=O)c2ccccc2F)c1-c1ccc(OC)cc1	0.9	-9	-12	0.91	9	-3	-9	-3	1.1
19	O=C(COC(=O)CCc1nc2ccccc2c(=O)[nH]1)Nc1ccc(OC(F)(F)F)cc1	-2.1	-2	-1	1	0	-1	2	4	0.98
20	Cn1cccc1CC(=O)NNC(=S)Nc1ccccc1Cl	0.4	3	-12	0.81	19	-1	-58	-2	1.6
21	O=C(c1cccc(C(=O)N2CCN(Cc3ccccc3)CC2)c1)N1CCN(Cc2ccccc2)CC1	-2.5	-3	-6	1.1	-14	0	-39	-3	1.4
22	CC(C)(C)C(=O)Nc1sc2c(c1C#N)CCC2	1.2	-1	-6	1.1	-8	-3	5	-3	0.95
23	Cc1ccc(NC(=O)c2cc(-c3ccc(F)cc3)on2)cc1C	2.5	-1	-6	0.94	6	-3	5	1	0.95
24	c1ccc(-c2oc3ncnc(NCCCN4CCOCC4)c3c2-c2ccccc2)cc1	-0.7	-15	-1	0.93	7	-5	21	-2	0.79
25	O=C1N/C(=N\S(=O)(=O)c2ccccc2)S/C1=C\c1cc([N+](=O)[O-])ccc1O	-0.4	15	-24	0.73	27	-4	10	-10	0.9
26	COc1cc(/C=C/CO)cc(OC)c1O[C@@H]1O[C@H](CO)[C@@H](O)[C@H](O)[C@H]1O	-1.1	-1	-7	0.99	1	-1	-8	-4	1.1
27	COc1ccc(C2=CN3CCCCC3CC2=O)cc1OC (centres undefined)	-1.5	-4	-5	1.1	-7	-2	2	-5	0.98
28	CC(C)c1ccc(CN2CC(C(=O)Nc3ccccc3)CC2=O)cc1 (centres undefined)	2.5	-6	0	1.1	-6	-2	2	-1	0.98
29	COCCN(Cc1ccco1)C(=O)C1CCCN(c2ncnc3c2nc2n3CCCCC2)C1 (centres undefined)	0.0	0	0	1	-1	1	-6	-2	1.1
30	Cc1c(C)c2ccc(OCC(=O)N3CCN(c4ccc(F)cc4)CC3)c(C)c2oc1=O	-0.4	-3	-9	1	-1	-2	11	-7	0.89

Arranged by value in mIAP inh (lowest first): 4 of the compounds above.
no. | molecule | mIAP inh
3 | Cc1ccc(S(=O)(=O)NCCC(=O)NC2CCCCC2C)cc1 (centres undefined) | -10
28 | CC(C)c1ccc(CN2CC(C(=O)Nc3ccccc3)CC2=O)cc1 (centres undefined) | -6
7 | CN1CC[n+]2c(CN3C(=O)c4ccccc4C3=O)csc21 | 0
17 | Cc1ccc(C(=O)Nc2ccccc2C(=O)NC2CCCCC2)cc1S(=O)(=O)N1CCOCC1 | 6

Going on with the list:
nr	smiles	MPTP inh	ATG4B inh	A3G deaminase	mIAP act	mIAP inh	beta cell repl	hIAP inh	APOBEC3A inh	hIAP act
31	COc1cc(-c2c(-c3cc(OC)c(OC)c(OC)c3)noc2C)ccc1F	.	3	-8	0.97	3	-6	-10	-2	1.1
32	COc1ccccc1NC(=O)CC1CCCC1	0.4	-3	-11	0.97	3	1	11	-1	0.89
33	Cn1c(=O)c2c(nc(NCc3ccco3)n2CC(O)CO)n(C)c1=O (centres undefined)	-1.0	1	-6	0.9	10	-3	4	-1	0.96
34	CCOc1ccc(Cn2nnc(C(=O)Nc3cc(OC)cc(OC)c3)c2N)cc1	1.9	-5	2	1.1	-14	-7	-6	3	1.1
35	CCOn1c(SC(C)C)nc2ccccc2c1=O	1.4	8	0	0.97	3	1	-4	0	1
36	Cn1nc(-c2ccc(N3CCOCC3)c(NS(=O)(=O)c3ccc(Cl)cc3)c2)c2ccccc2c1=O	1.8	8	-5	0.91	10	-3	10	-5	0.9
37	Cc1ccc(NC(=O)C(C)OC(=O)CSc2ccccc2)cc1 (centres undefined)	0.2	0	-5	1.1	-6	2	4	3	0.96
38	COC(C(=O)Nc1ccc(Cl)cc1C)c1ccccc1 (centres undefined)	0.0	-6	12	0.98	2	0	5	53*	0.95
39	CCN(CC)c1ccc(NC(=O)CSc2nnc(N)s2)cc1C	-1.0	-2	3	0.78	22	-4	0	-1	1
40	O=C1Nc2ccc(Br)cc2/C1=C/C1CC=CCC1 (centres undefined)	-4.9	0	-12	1	-2	-7	10	-4	0.9
41	COc1cccc(-c2nc(-c3ccccn3)no2)c1OC	-0.7	3	-5	1.1	-10	0	0	-1	1
42	Cc1ccc(S(=O)(=O)N(C)CCCC(=O)NC(C)(C)C)cc1	0.5	-6	1	1	-1	-4	-4	2	1
43	Cc1cc(C)c2nc(SCC(=O)Nc3cc(C)on3)c(C#N)cc2c1	-1.8	-5	-22	1	-1	-1	0	-4	1
44	O=C(NCc1nnnn1-c1ccc(F)c(F)c1)c1ccc(S(=O)(=O)N2CCOCC2)cc1	-1.4	-7	-10	0.94	6	0	4	-1	0.96
45	S=C(Nc1cc(Cl)cc(Cl)c1)N1CCCC1	0.7	-1	-6	1	-2	-2	-16	-1	1.2
46	Cn1c(=O)c2c(nc(SCCN3CCOCC3)n2Cc2ccc(F)cc2)n(C)c1=O	0.3	-11	-4	0.93	7	-2	0	-3	1
47	Cc1ccc2c(=O)cc(C(=O)NCc3ccccc3)oc2c1C	-0.2	-1	0	0.92	8	-2	3	-1	0.97
48	CCN(CC(=O)Nc1c(F)cccc1F)C(=O)CCCc1cccs1	-1.3	6	-5	0.89	11	3	1	1	0.99
49	COc1cc(C(=O)NNC(=S)Nc2ccc(S(N)(=O)=O)cc2)cc(OC)c1OC	-2.1	-10	24	0.82	18	-4	-72	-2	1.7
50	O=C(CCc1nc(-c2ccccc2F)no1)NC1CCCCC1	-0.1	2	-7	1	0	-2	-9	-1	1.1
51	COc1cccc(CN(C)C(=O)CN2C(=O)NC(c3ccccc3)(c3ccccc3)C2=O)c1OC	-0.4	-15	-3	1.1	-10	-1	1	1	0.99
52	CC(C)n1cc(/C=C2/SC(=O)N(CC(=O)Nc3ccc4c(c3)OCO4)C2=O)c2ccccc21	1.2	6	7	1	-4	-4	10	-3	0.9
53	Cc1ccncc1C(N)=O	0.6	-1	-4	0.97	3	-4	-9	10	1.1
54	CC(=O)Nc1nc(C)c(-c2csc(Nc3cccc([N+](=O)[O-])c3)n2)s1	2.3	-18	0	1	-1	-1	-30	-2	1.3
55	C/C(=N\Nc1cc(-c2ccccc2)nc(-c2ccccc2)n1)c1ccc(O)c(C)c1	6.3	21	-2	0.86	14	-5	12	4	0.88
56	COc1ccc(CNC(=O)CN(C(=O)CCC(=O)Nc2ccccn2)c2ccccc2OC)cc1	-0.9	1	-5	1.1	-6	-4	3	0	0.97
57	CCN(CC(=O)NCc1ccc(Cl)cc1)C(=O)CSc1cc(C)ccc1C	-1.8	-4	-9	1.1	-9	-4	-5	16	1
58	CCc1ccc(N(CC(=O)NCCc2ccccc2)C(=O)CCC(=O)Nc2ccccn2)cc1	-2.2	-5	-6	0.95	5	0	1	-2	0.99

Look-ups from the entries so far:
Value for Cc1ccc(S(=O)(=O)N(C)CCCC(=O)NC(C)(C)C)cc1 in mIAP act: 1
Value for COc1cccc(CN(C)C(=O)CN2C(=O)NC(c3ccccc3)(c3ccccc3)C2=O)c1OC in hIAP inh: 1
Value for Cn1nc(-c2ccc(N3CCOCC3)c(NS(=O)(=O)c3ccc(Cl)cc3)c2)c2ccccc2c1=O in APOBEC3A inh: -5
Value for CCN(CC(=O)Nc1c(F)cccc1F)C(=O)CCCc1cccs1 in hIAP inh: 1

Random draw from the library; overall some 3.3% were active at least once.
